GAA inh – alpha-glucosidase (human) inhibition; P10253; AID 1466; Potency, µM (highest dose often 76.9 µM), without a hit: top-dose activity change, negative = inhibition, usual class: inhibitors; hit rate 0.005% among 200,000; purified human GAA, 4-MU-alpha-glucoside fluorescence;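 also: plate controls were uninhibited enzyme wells for no effect and no-enzyme background for full effect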
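qHTS format, compound range up to 77 uM. Human lysosomal enzyme at 4 nM, 400 uM 4-MU glucoside substrate, pH 5.0, 20 min room temperature; fluorescence after alkaline stop gives activity normalized to controls.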
L3MBTL1 block – blocks human L3MBTL1 | AlphaScreen L3MBTL1–H3K9me1 peptide binding | hit rate 0.66% among 230,000 | Q9Y468 | Potency, µM (highest dose often 57.1 µM), for the others: at the highest dose activity, negative = inhibition, usual class: inhibitors; also: nearly all actives have a fitted effect of over 60% in size
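Read-out is AlphaScreen signal from streptavidin donor and nickel chelate acceptor beads (10 ug/mL final each) bridging L3MBTL1 (50 nM) and biotinylated K9-monomethylated H3(1-15) peptide (75 nM), after 30 min compound exposure at room temperature.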
TRb SRC2 PPI – TRbeta-SRC2 interaction inhibition; TRbeta-SRC2 peptide binding, fluorescence polarization; receptor liganded with 1 µM T3; Potency, µM (top dose mostly 106 µM), inactives show at the highest dose activity change, negative = inhibition, actives largely listed as inhibitors; hit rate 0.065% among 280,000; AID 1469;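 also: plate controls were bound peptide for no effect and peptide without receptor for full effect; nearly all actives have a fitted effect of over 50% in size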
Target sequence (P10828 whole entry, looked up): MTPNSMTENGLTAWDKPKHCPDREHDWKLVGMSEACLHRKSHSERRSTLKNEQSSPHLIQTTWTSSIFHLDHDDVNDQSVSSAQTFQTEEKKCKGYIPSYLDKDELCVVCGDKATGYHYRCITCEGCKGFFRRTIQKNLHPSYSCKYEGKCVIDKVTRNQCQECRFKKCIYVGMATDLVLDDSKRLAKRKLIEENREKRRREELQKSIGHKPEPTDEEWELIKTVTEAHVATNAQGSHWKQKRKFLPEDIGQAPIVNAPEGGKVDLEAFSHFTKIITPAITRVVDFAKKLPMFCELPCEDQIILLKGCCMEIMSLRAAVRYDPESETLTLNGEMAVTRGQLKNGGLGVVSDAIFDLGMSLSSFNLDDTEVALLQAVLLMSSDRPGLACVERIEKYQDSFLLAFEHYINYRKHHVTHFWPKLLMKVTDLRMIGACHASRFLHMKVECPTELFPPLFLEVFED
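A fluorescence polarization screen tested compounds at multiple concentrations against complex formation between 0.6 uM TRb ligand-binding domain and 20 nM Texas Red SRC2 peptide, with 1 uM T3 present; readout after 5 hr.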
RECQ1 helicase – blocks DNA unwinding by human RECQ1; P46063; RECQ1 DNA unwinding, red fluorescence kinetic read; Potency, µM (doses to about 57.3 µM), without a hit: at the highest dose activity, negative = inhibition, hits mostly inhibitors; hit rate 0.54% among 240,000;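 also: plate controls were vehicle for no effect and no enzyme for full effect; nearly all actives have a fitted effect of over 30% in size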
Target sequence (P46063 whole entry, looked up): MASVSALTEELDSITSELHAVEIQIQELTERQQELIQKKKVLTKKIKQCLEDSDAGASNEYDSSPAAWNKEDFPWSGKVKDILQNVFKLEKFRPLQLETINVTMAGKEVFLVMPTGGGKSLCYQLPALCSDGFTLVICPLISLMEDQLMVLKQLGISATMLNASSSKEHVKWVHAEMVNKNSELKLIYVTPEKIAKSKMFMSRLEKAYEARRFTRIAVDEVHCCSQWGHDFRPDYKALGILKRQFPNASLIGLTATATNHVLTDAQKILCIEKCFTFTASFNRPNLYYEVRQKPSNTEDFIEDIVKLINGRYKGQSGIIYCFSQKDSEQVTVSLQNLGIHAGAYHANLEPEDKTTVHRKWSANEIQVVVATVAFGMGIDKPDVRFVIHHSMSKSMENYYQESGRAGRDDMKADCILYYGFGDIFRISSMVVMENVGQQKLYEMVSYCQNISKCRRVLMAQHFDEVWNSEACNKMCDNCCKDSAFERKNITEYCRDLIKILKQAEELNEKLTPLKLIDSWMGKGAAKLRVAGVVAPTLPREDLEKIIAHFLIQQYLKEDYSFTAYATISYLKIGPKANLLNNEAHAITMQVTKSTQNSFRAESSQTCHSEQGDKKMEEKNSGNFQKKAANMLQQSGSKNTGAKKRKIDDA
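RECQ1T1 50 nM; forked duplex (20 bp + 30-nt ss tails) 200 nM, ATP 2 mM final; pH 8.0, 2 mM MgCl2, 2.5 ug/ml poly(dI-dC); 15 min compound preincubation; discontinuous kinetic read over 2 h at RT.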
GAA glycogen – inhibitors or activators of human alpha-glucosidase glycogen cleavage | recombinant GAA, glycogen substrate, Amplex Red glucose oxidase fluorescence | P10253 | hit rate 0.38% among 300,000 | Potency, µM (top dose mostly 76.4 µM), for inactives: top-dose activity change, negative = inhibition, hits mostly inhibitors;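 also: 0% = full enzyme reaction and -100% = no-enzyme basal signal; the screen sought inhibitors and activators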
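Natural-substrate format: glycogen cleavage by 4 nM human enzyme, glucose read by Amplex Red coupling (Ex 573, Em 610 nm). Normalized to enzyme and no-enzyme controls.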
GAA spleen mod – inhibits or activates alpha-glucosidase in human spleen homogenate. human spleen homogenate, 4-MU-alpha-glucoside fluorescence. Potency, µM (doses to about 79.9 µM), for the others: at the top dose activity change, negative = inhibition, hits mostly inhibitors. hit rate 0.006% among 240,000;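 also: 0% = enzyme with vehicle and -100% = no enzyme basal signal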
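Enzyme source: human spleen homogenate, 1 ug/well. Buffer 50 mM citric acid/K phosphate pH 5.0, 0.01% Tween-20. 4-MU-alpha-glucoside 1 mM; 37 C x 40 min; NaOH/glycine stop; fluorescence.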
GoLoco inh red – blocks human Gai1 binding to RGS12 GoLoco peptide, red readout; P63096; Gai1:RGS12 GoLoco peptide FP, rhodamine, 10 min; Potency, µM (series often up to 61.6 µM), without a hit: top-dose activity, negative = inhibition, usual class: inhibitors; hit rate 0.44% among 230,000; AID 880; active = well fitted inhibition curve with a large enough effect, not every such curve was filed as active; inactive = no such curve, though single readings can be large or run the other way; also: nearly all actives have a fitted effect of over 30% in size; many of its hits are not listed in these tables
TR SRC2 fluor cs – Texas Red fluorescence interference in TRb-SRC2 counter-screen | TRb/SRC2 Texas Red total fluorescence interference | Potency, µM (doses to about 106 µM), without a hit: at the highest dose fluorescence change, negative = quenching | hit rate 0.29% among 280,000 | AID 1479; active = well fitted curve in either direction with a large enough effect; inconclusive = small, poorly fitted or top-dose-only effect
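Flags fluorescent or light-absorbing compounds by total fluorescence, S + 2P, at 555 nm excitation and 632 nm emission. Mixture: 20 nM Texas Red SRC2 peptide, 0.6 uM human TRb LBD, 1 uM T3, 5% DMSO; compound exposure 5 h at ambient temperature.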
Active calls of the source: *; i = inactive; ? = inconclusive; / = not tested or not shown; [ ] = remark or other dose. Unless noted, calls follow the shape of the dose curve; as a rule, active = well fitted curve in the direction sought with a large enough effect; inconclusive = small, poorly fitted or top-dose-only effect, or another doubt; inactive = no such curve, though single readings can be large; an effect the other way counts as inactive or inconclusive. Unless noted, % is scaled to controls: 0 for no effect and ±100 for the full control effect; potency is read from the fitted curve at half-maximal effect. The list is partial; count on the stated rates, not on these rows.

cpd	canonical_smiles	GAA inh	L3MBTL1 block	TRb SRC2 PPI	RECQ1 helicase	GAA glycogen	GAA spleen mod	GoLoco inh red	TR SRC2 fluor cs
1	COc1ccccc1OCC(=O)O/N=C(\N)c1ccccn1	/	-5%	9%	-3%	13%	4%	3%	-1%
2	COC(=O)CC1=NN(c2ccc(OC)cc2)C(=O)C1	?	-17%	-2%	i	28µM*	-4%	14%	1%
3	Cn1cc(S(=O)(=O)CC(=O)N2CCCc3ccccc32)c2ccccc21	-7%	/	-13%	-7%	-11%	5%	-10%	-1%
4	O=C(Nc1ccc(F)cc1)C1CC(=O)n2ncnc2N1 (stereo unspecified)	?	9%	4%	-8%	1%	1%	9%	1%
5	C=CCOc1ccc(C2NC(=O)NC(C)=C2C(=O)OC)cc1 (stereo unspecified)	0%	-2%[11.4 µM]	-2%	-5%	10%	7%	10%	-9%
6	O=C1/C(=C/c2ccco2)Oc2c1ccc(O)c2CN1CCCCC1	-12%	?	7%	?	3%	-8%	22%	-4%
7	Cc1cccc(C(=O)O)c1[N+](=O)[O-]	/	-2%	-2%	5%	/	8%	10%	-3%
8	NC(=S)NC(=O)/C=C/c1ccccc1	-11%	/	4%	i	-4%	6%	9%	-1%
9	Cc1cc(C)cc(-c2nnc(SCC(=O)N3CCN(C(=O)c4ccco4)CC3)o2)c1	-5%	2%	-1%	-9%	-1%	-2%	9%	-2%
10	O=C(C(Cc1ccccc1)n1cccc1)N1CCN(Cc2ccccc2)CC1 (stereo unspecified)	-10%	/	1%	-14%	6%	-4%	14%	-3%
11	Cc1nnc(SC(C(=O)c2ccccc2)c2ccccc2)[nH]c1=O (stereo unspecified)	/	/	3%	-2%	-2%	3%	5%	-3%
12	CCCCNS(=O)(=O)c1ccc(NC(=O)Cc2ccc(OC)cc2)cc1	-4%	0%	0%	-3%	13%	-5%	-6%	1%
13	CC(C)c1ccc(O)c(NC(=S)NC(=O)c2cccnc2)c1	/	-5%	-6%	-10%	?	-8%	5%	-7%
14	O=C1c2ccccc2C(=O)N1CCCCSc1nc2ccccc2o1	0%	/	-13%	i	-11%	-6%	4%	1%
15	Nc1nc(N)c2c(ccc3nccc32)[nH]1	?	-4%	1%	39%[activator]	5%	1%	-5%	-3%
16	CCCNC(=O)NCCc1c(C)[nH]c2ccccc12	-1%[15.4 µM]	-2%	3%	0%	-6%	1%	3%	0%
17	COc1ccc(-c2nn(-c3ccccc3)cc2/C=N/NC(=O)c2ccc(Br)o2)cc1	-3%	35µM*	3%	?	-3%	-9%	8%	-1%
18	Cc1cc(C)n(C2CCCCC2OC(=O)c2ccccc2)n1 (stereo unspecified)	-1%	-1%	-6%	i	-1%	-1%	5%	-4%
19	Cc1cccc(NC(=O)NCc2ccc3[nH]c(C)cc3c2)c1	-2%	/	2%	-5%	-4%	7%	4%	-2%
20	CCOc1ccccc1-n1c(SCC(=O)N2CCCC2)nnc1-c1ccc(O)cc1	1%	/	-17%	i	-2%	2%	-3%	1%
21	Cc1ccc2[nH]c3c(c2c1)CN(C(=O)CN1CCN(Cc2ccc4c(c2)OCO4)CC1)CC3	-12%	-9%	-12%	-14%	?	-1%	2%	2%
22	N#CCSc1nc2cc(C(=O)N3CCC(C(N)=O)CC3)ccc2c2nc3ccccc3n12	-2%	-7%	-6%	-13%	0%	3%	31%[activator]	-6%
23	CC(C)(C)NC(=O)COc1ccc(CNCc2cccnc2)cc1	0%	-2%	-2%	0%	14%	6%	0%	-2%
24	COc1cc2[nH]c(=O)n(Cc3ccc(C(=O)NC4CCCC4)cc3)c(=O)c2cc1OC	0%	/	9%	-5%	-11%	0%	-3%	-2%
25	NC(=O)C(c1cccc(Cl)c1)c1ncc(C(F)(F)F)cc1Cl (stereo unspecified)	-8%	-1%	2%	-3%	-3%	-14%	-4%	-3%
26	O=C(Cc1ccccc1)Nc1ccc(NC(=O)c2cccc(Cl)c2)cc1	0%	10%	-2%	-7%	2%	3%	7%	0%
27	CCOc1ccccc1N1CCN(C(=O)CC(C)(C)C)CC1	8%	0%	-4%	-15%	-18%	-11%	-8%	0%
28	CC(C)[C@H](NC(=O)c1ccccc1)C(=O)OCC(=O)NCc1ccc(F)cc1	4%	-1%[11.4 µM]	1%	i	21%	-3%	12%	-4%
29	CNc1nc(SC)nc(N(C#N)CC(=O)OC)n1	5%	-12%	-4%	i	11%	-1%	5%	-4%
30	O=C(NC1=NCCS1)c1ccc(Cl)s1	-12%	9%	1%	-4%	2%	1%	-8%	-1%
31	C=C(C)C1CC=C(CN2CC(C)OC(C)C2)CC1 (stereo unspecified)	3%	/	-18%	i	-2%	0%	-7%	2%
32	COc1ccc(-c2noc(CSc3nnc(-c4ccncc4)n3-c3ccc(F)cc3)n2)cc1OC	3%	-8%	-6%	4%	2%	7%	0%	-7%
33	Cc1cc(C)n(-c2cc(-c3ccccc3)nc(C)n2)n1	-10%	/	-2%	4%	3%	-3%	8%	0%
34	Nn1c(SCC(=O)Nc2nccs2)nncc1=O	-6%	2%	-1%	i	3%	-1%	7%	-1%
35	COc1cc(-c2nnc3n(CCc4ccccc4)c(=O)c4ccccc4n23)cc(OC)c1OC	5%	-2%	-6%	i	-1%	-2%	3%	-3%
36	CCN(CC(=O)Nc1ccc(NC(C)=O)cc1)C(=O)COc1ccc(C(=O)c2ccccc2)cc1	-2%	-7%	2%	-6%	12%	2%	3%	2%
37	O=C(Nc1ccccc1)c1cnc2n(c1=O)CCS2	-28%	?	2%	-6%	4%	-2%	-9%	-2%
38	Cc1ccc2nc(-c3ccccc3)cc(C(=O)NCC3CCCO3)c2c1 (stereo unspecified)	/	-2%	5%	-2%	0%	10%	-7%	1%
39	COc1ccc(S(=O)(=O)Nc2ccccc2C(=O)NC(C)(C)C)cc1OC	-3%	/	3%	-1%	-6%	-3%	-5%	-2%
40	C=C(C(=O)c1ccccc1)C(C)C(=C)C(=O)c1ccccc1	-4%	28%	-11%	-12%	10%	-8%	1%	2%
41	O=C(CSc1ncnc2ccccc12)Nc1cc(S(=O)(=O)N2CCCCC2)ccc1Cl	-8%	-7%	0%	-12%	-3%	1%	18%	9%
42	CCOc1c(CNCCNC(=O)c2nonc2N)cccc1OC	1%	6%	4%	?	5%	-4%	-1%	1%
43	Cc1ccc(S(=O)(=O)CCC(=O)c2ccc(O)cc2O)cc1	6%	4%	4%	-4%	-15%	7%	0%	-1%
44	COc1ccc(S(=O)(=O)Cc2ccc(C(=O)N3CCC(C(N)=O)CC3)o2)cc1	2%[15.4 µM]	3%	-1%	-9%	-7%	5%	-5%	0%
45	COC(=O)c1cc(OC)c(OC)cc1NC(=O)c1ccco1	2%	4%	-3%	-15%	6%	-16%	7%	-2%
46	CCn1cc(C(=O)OCC(=O)Nc2cc(S(=O)(=O)N(C)C)ccc2C)c(=O)c2ccc(C)nc21	-2%	/	1%	15%	8%	-6%	-25%	-1%
47	CCCOc1cccc(C2C(C(=O)c3cccs3)=C(O)C(=O)N2Cc2cccnc2)c1 (stereo unspecified)	/	-8%	-2%	-3%	5%	0%	2%	-1%
48	CCn1nnnc1SCC(=O)N1CCN(c2ccccc2)CC1	/	/	-1%	4%	4%	13%	1%	0%
49	C(=C\c1nc2ccccc2[nH]1)/c1ccccc1	?	0%	-2%	-3%	0%	0%	5%	-5%
50	Cc1ccccc1NC(=O)C12CC3CCC1(C)C3(C)CO2 (stereo unspecified)	-6%	9%	-6%	-6%	-3%	1%	-14%	-1%
51	Cc1c(C(=O)N2CCCCC2)oc2ccc(S(=O)(=O)N3CC(C)CC(C)C3)cc12 (stereo unspecified)	-10%	3%	4%	i	-3%	0%	/	0%
52	O=C1[C@@H]2C(c3ccc(F)cc3)=NO[C@@H]2C(=O)N1Cc1ccccc1	-1%[15.4 µM]	5%	-2%	-14%	2%	7%	5%	-1%
53	CC1CCN(C(=O)CSc2nc3ccccc3c(=O)n2Cc2ccc3c(c2)OCO3)CC1	-2%	-5%	-9%	i	-9%	-2%	-2%	1%
54	Cc1ccc2oc(=O)c3cc(C(=O)N4CCN(C(=O)c5ccco5)CC4)sc3c2c1	/	5%	1%	i	17%	1%	1%	3%
55	Cc1ccc(NC(=O)Cc2ccc(Cl)c(Cl)c2)cc1S(=O)(=O)N(C)C	-5%	6%	5%[53 µM]	-30%	-6%	-2%	-8%	-2%[53 µM]
56	CC(NC(=S)Nc1ccc(OC(F)F)cc1OC(F)F)C(C)(C)C (stereo unspecified)	?	6%	-6%	-1%	-19%	-3%	0%	1%
57	CCC(C)(C)NC(=O)C(c1cccn1C)N(C(=O)Cn1nnc2ccccc21)c1ccccc1OC (stereo unspecified)	-1%	-6%	6%	-1%	5%	-7%	4%	3%
58	Cc1ccc(OCC2Cn3c(nc4c3c(=O)[nH]c(=O)n4C)O2)cc1 (stereo unspecified)	4%	3%	-7%	-6%	-2%	4%	4%	1%
59	COc1ccc(OC)c(/C=C/C(=O)N2C(=O)c3cccc(N)c3C2=O)c1	6%	7%	-7%	-10%	6%	-4%	6%	0%

Of the compounds above, two contain a cyano group:
cpd	canonical_smiles	GAA inh	L3MBTL1 block	TRb SRC2 PPI	RECQ1 helicase	GAA glycogen	GAA spleen mod	GoLoco inh red	TR SRC2 fluor cs
22	N#CCSc1nc2cc(C(=O)N3CCC(C(N)=O)CC3)ccc2c2nc3ccccc3n12	-2%	-7%	-6%	-13%	0%	3%	31%[activator]	-6%
29	CNc1nc(SC)nc(N(C#N)CC(=O)OC)n1	5%	-12%	-4%	i	11%	-1%	5%	-4%

Only TR SRC2 fluor cs, RECQ1 helicase and GAA spleen mod, for 3 of the compounds above:
item	smiles	TR SRC2 fluor cs	RECQ1 helicase	GAA spleen mod
57	CCC(C)(C)NC(=O)C(c1cccn1C)N(C(=O)Cn1nnc2ccccc21)c1ccccc1OC (stereo unspecified)	3%	-1%	-7%
31	C=C(C)C1CC=C(CN2CC(C)OC(C)C2)CC1 (stereo unspecified)	2%	i	0%
37	O=C(Nc1ccccc1)c1cnc2n(c1=O)CCS2	-2%	-6%	-2%

From PubChem
